Bioassay records: PubChem BioAssay, National Center for Advancing Translational Sciences (NCATS)
N370S GC = N370S glucocerebrosidase modulation, Gaucher chaperone candidate; P04062; N370S GC spleen homogenate, 4MU-glucoside fluorescence; Potency, µM (top dose mostly 59.4 µM), for the others: at the top dose activity change, negative = inhibition, actives largely listed as inhibitors; 330,000 compounds, 0.092% hits;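 further: 0% = full enzyme activity and -100% = no enzyme basal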
FEN1 inhibitor = blocks human flap endonuclease 1. Potency, µM (top dose mostly 114 µM), for inactives: top-dose activity change, negative = inhibition, hits mostly inhibitors. P39748. 390,000 compounds, 0.35% hits. Recombinant FEN1 flap cleavage, fluorescence, 15 min. AID 588795; further: nearly all actives have a fitted effect of over 65% in size
Target sequence (P39748 whole entry, looked up): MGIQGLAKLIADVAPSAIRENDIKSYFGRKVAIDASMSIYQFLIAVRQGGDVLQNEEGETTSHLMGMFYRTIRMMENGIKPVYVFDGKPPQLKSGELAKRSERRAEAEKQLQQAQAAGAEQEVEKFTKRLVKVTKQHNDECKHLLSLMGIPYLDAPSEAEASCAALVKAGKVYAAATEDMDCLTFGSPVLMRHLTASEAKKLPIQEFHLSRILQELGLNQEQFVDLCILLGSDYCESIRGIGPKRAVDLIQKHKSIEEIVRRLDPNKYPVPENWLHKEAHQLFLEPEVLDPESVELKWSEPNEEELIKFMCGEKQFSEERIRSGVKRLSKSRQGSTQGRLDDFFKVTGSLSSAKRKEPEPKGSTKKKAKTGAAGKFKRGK
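Compounds are tested as a concentration series against 10 nM FEN1; after a 15 min room-temperature preincubation, 50 nM substrate starts cleavage, with plate reads at 0 and 15 min. Normalized responses are fitted by a Hill equation.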
TDP1 block = blocks human tyrosyl-DNA phosphodiesterase 1 | Q9NUW8 | recombinant TDP1, AlphaScreen DNA substrate cleavage | Potency, µM (series often up to 130 µM), inactives show at the top dose activity change, negative = inhibition, actives largely listed as inhibitors | 350,000 compounds, 0.28% hits; further: nearly all actives have a fitted effect of over 40% in size
Target sequence (Q9NUW8 whole entry, looked up): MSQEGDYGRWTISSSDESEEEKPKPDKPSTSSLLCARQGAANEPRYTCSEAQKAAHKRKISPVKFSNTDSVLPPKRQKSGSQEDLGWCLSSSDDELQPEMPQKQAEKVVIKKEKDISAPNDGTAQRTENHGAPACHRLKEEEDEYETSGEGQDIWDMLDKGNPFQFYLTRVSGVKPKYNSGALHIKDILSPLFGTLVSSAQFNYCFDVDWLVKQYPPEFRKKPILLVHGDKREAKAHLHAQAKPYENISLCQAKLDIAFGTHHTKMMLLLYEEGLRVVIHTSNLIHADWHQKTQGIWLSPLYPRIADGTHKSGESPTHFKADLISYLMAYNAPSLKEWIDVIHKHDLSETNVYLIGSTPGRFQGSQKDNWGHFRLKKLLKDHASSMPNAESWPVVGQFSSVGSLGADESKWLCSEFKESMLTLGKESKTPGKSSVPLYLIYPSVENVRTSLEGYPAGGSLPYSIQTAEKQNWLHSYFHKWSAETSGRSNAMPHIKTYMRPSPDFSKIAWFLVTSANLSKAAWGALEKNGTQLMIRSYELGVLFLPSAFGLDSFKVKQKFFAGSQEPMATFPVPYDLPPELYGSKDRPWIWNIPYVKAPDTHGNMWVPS
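Tdp1 1 nM final; 15 min RT w/ cpd; substrate 15 nM, 5 min; beads 10 ug/ml, 10 min; AlphaScreen read. Neg ctrl: no enzyme.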
An asterisk follows results filed as active; ? = inconclusive; . = not tested or not shown; & = joins results of further samples; [ ] = another dose, or the depositor's remark. The call rests on the fitted dose curve; in most records, active means well fitted curve in the direction sought with a large enough effect; inconclusive means small, poorly fitted or top-dose-only effect, or another doubt; inactive means no such curve, though single readings can be large; an effect the other way counts as inactive or inconclusive. Unless noted, on the % scale 0 is the no-effect control and ±100 the full control effect; potency means the concentration at half of the fitted maximal effect.

SMILES	N370S GC	FEN1 inhibitor	TDP1 block
Cc1nc(C)n(C(C)CNC(=O)c2ccco2)n1 (stereo not given)	-8%	2%	.
Nc1ncc(-c2ccc([N+](=O)[O-])cc2)cn1	8%	-2%	0%
CC(=O)Nc1ccc(NC(=O)c2ccc(NS(=O)(=O)c3cc(C(C)(C)C)cc(C)c3C)cc2)cc1	-6%	9%	0%
CC(=O)Oc1oc(-c2ccccc2)nc1C=Nc1ccccc1	0%	-6%	-2%
FC(F)(F)c1ccc(/C=N/N2CCN(Cc3cccc4ccccc34)CC2)cc1	20%	-11%	5%
O=C(Nc1nc2c(F)cccc2s1)C1CC1	-4%	-4%	.
COc1cc(N/N=C(\C)c2ccc(O)c(C)c2)nc(-c2ccccc2)n1	-3%	-21%	0%
CCO[C@@H]1OC(C(=O)Nc2ccccc2)=C[C@H](c2ccccc2)[C@H]1CCCO	11%	-1%	3%
COCCN1C(=O)N[C@@H](c2ccc(Br)cc2)C(C(=O)OC)=C1C	-5%&1%	.	4%&0%
COc1cc(/C=C2/C(=O)N(c3ccc(Br)cc3)N=C2C)cc(OC)c1OC	4%	-32%	.
COCc1cc(=O)n2c([nH]c3ccccc32)c1C#N	?	-6%	7%
O=C(CCn1cnc2ccccc2c1=O)NCc1ccccc1	.	14%	0%
CCCc1cnc(NCCNCC(O)COc2ccc(Cl)c(Cl)c2)nc1 (stereo not given)	?	-4%	1%
O=C(OCCN=C1NS(=O)(=O)c2ccccc21)c1ccccc1	8%	1%	0%
Cc1cccc(N(CC(=O)NC2CCCCC2)C(=O)CCC(=O)Nc2ccccn2)c1	-4%	.	3%
CC(C)(CO)Nc1nc(Cl)nc(NC2CCCCC2)n1	2%	-2%	.
Cc1ccc(N2CC(C(=O)Nc3ccccc3N3CCCC3)CC2=O)cc1 (stereo not given)	1%	-2%	4%
Nc1ccccc1Nc1cc(-c2ccccc2)[nH]n1	-1%	-9%	8%
Cc1ccc(NC(=O)CN(C)C(=O)CNC(=O)c2ccc3c(c2)OCO3)cc1	2%	-6%	.
COCCNC(=O)[C@@H]1CCCN1C(=O)C1CCN(S(=O)(=O)c2ccc(C)cc2)CC1	-10%	1%	2%
CCOc1ccc(C(Nc2ccc(C)cc2)P2(=O)OCCC(C)O2)cc1 (stereo not given)	0%	3%	6%
Cc1ccc(N2C(N)=C(C#N)C(c3cccs3)C3=C2CC(C)(C)CC3=O)cc1 (stereo not given)	1%[12.8 µM]	-18%	-3%
Cc1cc2oc(=O)cc(CN3CCN(Cc4ccccc4)CC3)c2cc1Cl	19%	6%	-1%
O=C(c1ccccc1)N1CCN(C(=O)c2ccc3c(c2)OCCO3)CC1	-8%	2%	-2%
CCSc1nc2n(n1)C(c1cccc(F)c1)C1=C(CCCC1=O)N2 (stereo not given)	-2%	4%	7%
(listing goes on)
SMILES	N370S GC	FEN1 inhibitor	TDP1 block
CCN(CC)c1ccc(C=Nc2cccnc2Cl)c(O)c1	-4%	15%	.
O=c1[nH]cn[nH]1	4%	-10%	3%
C/C=C/C(=O)[C@@H](C)[C@@H](/C=C/C[Si](C)(C)C)c1ccccc1	-7%	5%	14%
CCn1ncc(N(C)N)c(Cl)c1=O	-25%	17%	3%
CCOc1ccc(NC(=O)c2cc(C)nc3c2c(C)nn3-c2cccc(F)c2)cc1	.	-5%	-3%
N#Cc1c(NC(=O)c2cc([N+](=O)[O-])ccc2N2CCOCC2)sc2c1CCCC2	4%	-2%	-3%
COc1ccc(-c2oc3ccccc3c2C#Cc2cncn2C)cc1	.	-15%	1%
COc1ccccc1-c1c(C)nn2c(N3CCN(Cc4ccccc4)CC3)cc(C)nc12	-15%	-27%	3%
O=C(/C=C/Nc1ccccc1C(F)(F)F)c1ccco1	2%	-3%	-2%
CCOC(=O)C1CCN(C(=O)COc2ccc(Cl)cc2C)CC1	-12%	-3%	6%
Cc1cc(C)nc(NS(=O)(=O)c2ccc(NC(=O)COc3ccc(Cl)cc3C)cc2)n1	.	-3%	5%
C=CCn1c(O)c(C2=c3ccccc3=NC2=O)s/c1=N/c1nccs1	10%	-4%	3%
Cc1cccc(CN2CCCC(C(=O)Nc3ccccc3Oc3cccnc3)C2)c1 (stereo not given)	-7%	-17%	2%
CCCc1cc(=O)[nH]c(SC(C)C(=O)N2c3ccccc3CC2C)n1 (stereo not given)	.	33%[activator]	2%
COC(=O)c1ccc(OCCN2C3=NCCN3c3ccccc32)cc1	6%	-12%	-3%
CCOc1ccc(NC(=O)Cn2c(C)ccc(C#N)c2=O)cc1	.	-9%	4%
CN(C)CCN(CC1CCCN(Cc2ccccc2F)C1)C(=O)c1ccc(Cl)cc1 (stereo not given)	-3%	17%	.
S=c1nc(C2CCCCC2)[nH]c2ccccc12	-4%	-6%	-7%
O=C(CN(C(=O)CCC(=O)Nc1ccccn1)c1ccc(F)cc1)NCc1ccc(F)cc1	-9%	27%	.
CC1CCCCN1C(=O)CSc1nnc(-c2cccnc2)n1C1CCCCC1 (stereo not given)	0%	-6%	5%
Cc1c(C(=O)OCC(=O)N2CC(C)CC(C)C2)oc2ccccc12 (stereo not given)	1%	4%	2%
CCCc1cc(=O)[nH]c(SCC(=O)N2N=C(c3ccc(Cl)cc3)CC2c2ccco2)n1 (stereo not given)	8%	-6%	-2%
NC(=O)c1ccc(NC(=O)COC(=O)C2CC3C=CC2C3)cc1 (stereo not given)	.	4%	0%
C#CC(C)(CC)NC(=O)Cn1nnc(-c2ccc(S(C)(=O)=O)cc2)n1 (stereo not given)	-7%	-7%	5%
O=C(O)CCN(Cc1ccccc1)S(=O)(=O)c1c(Cl)cccc1Cl	5%	9%	-2%

Brought forward from above: 2 compounds; new compounds follow.
SMILES	N370S GC	FEN1 inhibitor	TDP1 block
C#CC(C)(CC)NC(=O)Cn1nnc(-c2ccc(S(C)(=O)=O)cc2)n1 (stereo not given)	-7%	-7%	5%
O=C(O)CCN(Cc1ccccc1)S(=O)(=O)c1c(Cl)cccc1Cl	5%	9%	-2%
COc1ccc(CCNC(=O)C/C(C)=N/NC(=O)c2ccc([N+](=O)[O-])cc2Cl)cc1OC	4%	15%	2%
O=C(CSc1nnc(-c2ccccc2)c2ccccc12)NCCN1C(=O)CSC1=O	.	4%	5%
COC(=O)c1cc(CSc2nc3ccccc3c(=O)n2C)oc1C	-6%	-2%	.
CCN(CC)C(=O)c1oc2ccc(S(=O)(=O)N3CCCCCC3)cc2c1C	0%	9%	5%
C/C(=N\NS(=O)(=O)c1cccc([N+](=O)[O-])c1)c1cc2ccccc2o1	10%	-4%	8%
CCCc1cc(-c2n[nH]c(C(=O)OCC)c2-c2cscn2)c(O)cc1O	6%	0%	8%
COc1cccc(OCCOc2cccc(/C=N/n3cnnc3)c2)c1	-3%	-3%	5%
N=C1CCCN1CC(=O)c1cccs1	11%	1%	1%
CCOC(=O)c1cc(-c2csc(-c3ccc(C(C)(C)C)cc3)n2)on1	-4%	-7%	0%
CNc1snc(C)c1C(=O)OC(C)C(=O)NCc1ccccc1 (stereo not given)	-1%	2%	13%
CS(=O)(=O)N(CC(=O)N1CCC(C(N)=O)CC1)c1ccc(Cl)c(C(F)(F)F)c1	15%	-14%	2%
Cc1ccc(-c2cc(C(=O)Nc3cc(C(=O)O)ccc3C)c3ccccc3n2)cc1	-3%	17%	?
Nc1ccccc1-c1n[nH]c(=S)s1	-29%	9%	8%
CCOC(=O)/C=C1\SCC(=O)N1CC(=O)N1CCOCC1	-1%	-4%	-5%
Cc1cc(/C=N/NC(=O)c2c(Br)cnn2C)c(C)n1-c1cccc(Br)c1	20%	-5%	9%
CCc1cc(SC#N)ccc1N	-9%	18%	9%
CC(C)NC(=S)NN=C1CCCCCCCCCCC1	4%	-2%	2%
O=C(Nc1cc(S(=O)(=O)N2CCOCC2)ccc1Cl)c1ccncc1	.	8%	2%
COc1cc(C[C@H](C)[C@H](C)Cc2ccc3c(c2)OCO3)ccc1O	6%	-7%	2%
O=C(O)CC1SC(=O)N(CC(=O)c2ccccc2)C1=O (stereo not given)	-18%	8%	.
CCOC(=O)c1c(-c2ccc(C)o2)csc1N	9%	2%	7%
COC(=O)\C(C(C)=O)=C(/C=C/C=C/C=C/N(C)C)N(C)C	6%	?	3.2µM*
COc1cccc(OC)c1Nc1nc(C)nc2c1nnn2Cc1ccccc1Cl	-22%	0%	1%
COc1cccc(NC(=O)NCc2ccc3c(c2)CCN3C(=O)c2ccccc2)c1	.	-2%	8%
CCn1nc(CC(=O)Nc2nnc(CC(=O)N3CCCCC3)s2)c2ccccc2c1=O	-2%	7%	1%
New compounds follow.
SMILES	N370S GC	FEN1 inhibitor	TDP1 block
N#C/C(=C/c1ccccc1Cl)c1nc2ccccc2c(=O)[nH]1	.	11%	0%[12.3 µM]
CCN(CC)S(=O)(=O)c1ccc2c(c1)N(CC(=O)Nc1cccc(C)c1C)C(=O)C1CCCN21 (stereo not given)	.	-3%	5%
O=C(Cc1ccc(Cl)cc1)NNC(=O)C1CC=CCC1C(=O)O (stereo not given)	-5%	.	5%[56.1 µM]
CC(C)C(=O)NNC(=O)c1csc(CS(=O)(=O)c2ccc(Cl)cc2)n1	-2%	9%	.
Cc1cc(NS(=O)(=O)c2ccc(C(C)C)cc2)no1	1%	0%	3%
Cc1cc(=O)n2nc(N3CCC(C(=O)Nc4cccc(Cl)c4C)CC3)sc2n1	-3%	0%	1%
Cc1noc(C)c1S(=O)(=O)N(CC(=O)Nc1ccc(F)cc1F)c1ccc(C(C)C)cc1	.	-4%	2%
CCn1c(=O)c([N+](=O)[O-])c(NCCN(C)C)c2ccccc21	7%	-20%	1%
CC(=O)N1CCCc2cc(S(=O)(=O)N(C)CC(=O)Nc3ccc(F)cc3Cl)ccc21	.	0%	4%
CCCCCC(=O)Nc1nc2ccccc2[nH]1	10%	-2%	1%
O=c1oc2ccccc2n1Cc1cccc(F)c1	-2%	4%	.
CCNC(=O)C(CCSC)NS(=O)(=O)c1ccc(C)cc1 (stereo not given)	1%	-4%	1%
CCc1cc2cc3c(cc2nc1SCC(=O)Nc1c[nH]c(=O)[nH]c1=O)OCO3	-4%	2%	8%
NC(=O)C(c1ccccc1)c1ncc(C(F)(F)F)cc1Cl (stereo not given)	-18%	0%	1%
COc1ccc(C2(c3ccc(OC)cc3)NC(=O)N(CC(=O)Nc3ccc(C(N)=O)cc3)C2=O)cc1	-3%	-6%	6%
COC(=O)Nc1ccccc1C(=O)N1CCN(c2ccc(C)cc2)CC1	26%	8%	8%
CCc1cc(C(=O)Cc2ccc(F)cc2)c(O)cc1O	0%	-15%	-3%
CCC(C)NC(=O)C(Cc1ccccc1)n1cccc1 (stereo not given)	0%	-2%	4%
NC(=O)c1cc([N+](=O)[O-])ccc1NCc1ccc(O)cc1	-27%	9%	0%
CC(=O)c1ccc(N2Cc3ccccc3C3(CCOCC3)C2=N)cc1	-1%	-1%	1%

17 entries from above, with values under each structure.
Second line of a record: N370S GC | FEN1 inhibitor | TDP1 block
- N#C/C(=C/c1ccccc1Cl)c1nc2ccccc2c(=O)[nH]1
 : . | 11% | 0%[12.3 µM]
- CCN(CC)S(=O)(=O)c1ccc2c(c1)N(CC(=O)Nc1cccc(C)c1C)C(=O)C1CCCN21 (stereo not given)
 : . | -3% | 5%
- O=C(Cc1ccc(Cl)cc1)NNC(=O)C1CC=CCC1C(=O)O (stereo not given)
 : -5% | . | 5%[56.1 µM]
- CC(C)C(=O)NNC(=O)c1csc(CS(=O)(=O)c2ccc(Cl)cc2)n1
 : -2% | 9% | .
- Cc1cc(NS(=O)(=O)c2ccc(C(C)C)cc2)no1
 : 1% | 0% | 3%
- Cc1cc(=O)n2nc(N3CCC(C(=O)Nc4cccc(Cl)c4C)CC3)sc2n1
 : -3% | 0% | 1%
- Cc1noc(C)c1S(=O)(=O)N(CC(=O)Nc1ccc(F)cc1F)c1ccc(C(C)C)cc1
 : . | -4% | 2%
- CCn1c(=O)c([N+](=O)[O-])c(NCCN(C)C)c2ccccc21
 : 7% | -20% | 1%
- CC(=O)N1CCCc2cc(S(=O)(=O)N(C)CC(=O)Nc3ccc(F)cc3Cl)ccc21
 : . | 0% | 4%
- CCCCCC(=O)Nc1nc2ccccc2[nH]1
 : 10% | -2% | 1%
- O=c1oc2ccccc2n1Cc1cccc(F)c1
 : -2% | 4% | .
- CCNC(=O)C(CCSC)NS(=O)(=O)c1ccc(C)cc1 (stereo not given)
 : 1% | -4% | 1%
- CCc1cc2cc3c(cc2nc1SCC(=O)Nc1c[nH]c(=O)[nH]c1=O)OCO3
 : -4% | 2% | 8%
- NC(=O)C(c1ccccc1)c1ncc(C(F)(F)F)cc1Cl (stereo not given)
 : -18% | 0% | 1%
- COc1ccc(C2(c3ccc(OC)cc3)NC(=O)N(CC(=O)Nc3ccc(C(N)=O)cc3)C2=O)cc1
 : -3% | -6% | 6%
- COC(=O)Nc1ccccc1C(=O)N1CCN(c2ccc(C)cc2)CC1
 : 26% | 8% | 8%
- CCc1cc(C(=O)Cc2ccc(F)cc2)c(O)cc1O
 : 0% | -15% | -3%

This is a random part of the collection; any-hit rate near 0.53%.
